# High-throughput results: PubChem BioAssay, Sanford-Burnham Center for Chemical Genomics
# NTR1 ag: NTR1-driven beta-arrestin-GFP spot formation – imaging, U2OS cells, high content, primary screen (AID 493036) | agonist mode | activation, % at 20 µM | actives 0.17% (n = 330,000);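 active means activation at or above 40% of the spot to cytoplasm intensity ratio, with at least 20 cells analyzed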;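 further: 0% = DMSO without peptide and 100% = 100 nM NTR1 peptide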
# Target sequence (P30989 whole entry, looked up): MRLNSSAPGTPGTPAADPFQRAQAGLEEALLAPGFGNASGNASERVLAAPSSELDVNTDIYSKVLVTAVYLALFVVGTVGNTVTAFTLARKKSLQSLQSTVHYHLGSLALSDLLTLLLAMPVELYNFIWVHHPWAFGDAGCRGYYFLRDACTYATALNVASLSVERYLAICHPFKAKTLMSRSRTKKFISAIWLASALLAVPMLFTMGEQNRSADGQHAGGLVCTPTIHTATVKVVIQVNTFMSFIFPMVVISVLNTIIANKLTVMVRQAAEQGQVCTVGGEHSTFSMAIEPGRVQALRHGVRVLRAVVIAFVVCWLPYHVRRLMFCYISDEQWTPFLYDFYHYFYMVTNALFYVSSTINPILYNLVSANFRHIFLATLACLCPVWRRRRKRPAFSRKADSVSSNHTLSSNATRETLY
# NTR1 ag cell count 20 µM: further read-out of NTR1 ag, marked with its call; cell count; measured here: cell count, cytotoxicity flag
# Numbers without * were called inactive. This is a subset; the hit share may differ from the screen's.
SMILES,NTR1 ag,NTR1 ag cell count 20 µM
COc1cc(OC)cc(C(=O)NNC(=O)c2nn(C)c(=O)c3ccccc23)c1,0.6,59
Cc1ccc(C23OCCN2CCn2nc4ccccc4c23)cc1 (stereo unspecified),-1.9,40
Cc1nc(SCc2nc3ccc(C(=O)c4ccccc4)cc3[nH]2)c2oc3ccccc3c2n1,2.1,65
CCCN(CC(=O)Nc1ccc(F)c(F)c1F)C(=O)c1cc([N+](=O)[O-])ccc1N1CCOCC1,0.6,62
CCN(C(=O)COC(=O)/C=C/c1ccccc1Cl)c1c(N)n(Cc2ccccc2)c(=O)[nH]c1=O,1.2,71
COc1cccc(CN(C)C(=O)CCN=C2NS(=O)(=O)c3ccccc32)c1,0.5,47
O=C(Nc1cccc2c1CCCC2)c1ccc(F)cc1,1.2,56
O=C(CC1SC(N2CCCCC2)=NC1=O)Nc1cccc(C(=O)NCc2ccccc2)c1 (stereo unspecified),2.0,53
Cc1cc(NC(=O)COc2ccccc2C#N)no1,0.7,46
O=C(OCC(=O)N1CCC(Cc2ccccc2)CC1)c1ccc(CO)cc1,0.2,61
CN(CC(=O)NC1CCCC1)S(=O)(=O)c1cccc(Cl)c1,0.2,59
CCCN(CC(=O)Nc1ccccc1C)C(=O)c1ccc(C(=O)c2ccccc2)cc1,-0.4,55
CC(=O)Nc1cccc(C(=O)OCC(=O)Nc2c(C)nn(-c3ccccc3)c2C)c1,0.9,67
CN(C(=O)CN1C(=O)c2ccc([N+](=O)[O-])cc2C1=O)C1CCCCC1,0.6,61
CCN1CCN(S(=O)(=O)c2ccc(Cl)c(C(=O)Nc3ccccc3N3CCOCC3)c2)CC1,0.3,58
CC1CCN(S(=O)(=O)c2cc(C(=O)Nc3ccccn3)ccc2Br)CC1,1.8,58
O=C(Nc1cccc(S(=O)(=O)NCc2ccco2)c1)c1cccc(Cl)c1,1.7,72
Nc1nc(N)nc(-c2cccc(Cl)c2)n1,2.8,43
O=C(CC1OC(=O)c2ccccc21)NCC1COc2ccccc2O1 (stereo unspecified),0.9,54
Cc1onc(-c2ccccc2)c1C(=O)OCC(=O)N1CCC(C)CC1,-1.8,68
CC(NC(=O)COC(=O)c1cc(S(=O)(=O)N2CCOCC2)ccc1F)c1ccccc1 (stereo unspecified),4.1,49
CCCc1cc(=O)oc2cc(OC(=O)CN3C(=O)NC4(CCCC4)C3=O)ccc12,-0.8,30
O=C(NN1CCOCC1)c1ccc(Cl)cc1Cl,0.2,63
Cc1oc(=O)cc(OCc2ccccc2)c1C,-0.5,52
CC(C)NC(=O)N(C)C[C@H]1Oc2c(NS(=O)(=O)c3cn(C)cn3)cccc2C(=O)N([C@H](C)CO)C[C@@H]1C,2.7,78

# Continued:
SMILES,NTR1 ag,NTR1 ag cell count 20 µM
CC(=O)N(C)c1ccc(NC(=O)Nc2ccc(Cl)cc2)cc1,-0.9,45
CCOc1ccc(C(=O)NCC(=O)NNC(=O)CN(C)S(=O)(=O)c2ccc(Cl)cc2)cc1,0.3,45
CN(C)S(=O)(=O)c1ccc(Cl)c(C(=O)NNC(=O)c2ccc3c(c2)OCO3)c1,0.2,78
Cc1ccc(C)c(N(CC(=O)N2CCc3ccccc3C2)S(C)(=O)=O)c1,-0.5,48
Cc1ccc(S(=O)(=O)N2[C@@H](c3cccc(Cl)c3)C(C(=O)O)=CC[C@H]2c2cccc(Cl)c2)cc1,15.0,89
COc1cc(CCc2ccccc2)c(C(=O)O)c(O)c1C/C=C(/C)CCC=C(C)C,3.9,40
O=C(COC(=O)c1ccccc1Br)NCc1cccs1,0.5,48
CCCCn1nc(C(=O)NCC(c2cccs2)N2CCOCC2)c2ccccc2c1=O (stereo unspecified),0.1,53
CC(NC(=O)CN1C(=O)NC2(CCCCC2C)C1=O)c1ccccc1 (stereo unspecified),12.9,46
CC(C)(CNC(=O)c1ccc(-c2ccccc2Cl)o1)N1CCOCC1,-0.1,68
Cc1cc(S(=O)(=O)Nc2nc(CN3CCOCC3)nc3sc4c(c23)CCC4)ccc1F,1.5,65
CC1Sc2ccc(C(=O)Nc3ccccc3OC(F)F)cc2NC1=O (stereo unspecified),2.6,77
Cc1ccc(C)c(NC(=O)COC(=O)CCNC(=O)c2ccco2)c1,-0.4,46
O=C(NCCCN1CCCC1=O)c1cc(S(=O)(=O)N2CCOCC2)c(Cl)cc1Cl,-0.4,68
OCC[C@H]1C[C@@H](O)[C@H](O)[C@@]2(CCc3ccccc3CO2)O1,1.3,36
CC1CCC(NC(=O)COC(=O)c2n[nH]c(=O)c3ccccc23)CC1 (stereo unspecified),0.8,73
Nn1c(SCC(=O)NNC(=O)c2ccccc2)nnc1-c1ccccc1F,0.2,53
O=C(Cn1[nH]c(=O)c2ccccc2c1=O)NCC1COc2ccccc2O1 (stereo unspecified),-0.2,57
CCc1ccccc1NC(=O)CN(C)C(=O)c1cc(C2CC2)nc2c1cnn2C(C)C,2.1,68
Nc1c(C(=O)Nc2ccc3c(c2)OCCO3)nnn1Cc1cccc(Cl)c1,0.3,51
CCOc1cc(N2CCOCC2)c(OCC)cc1NC(=O)COC(=O)C1CCCN1S(=O)(=O)c1ccccc1F (stereo unspecified),2.1,52
C[C@@H]1[C@H]2[C@@H](O[C@@H]3O[C@H](CO)[C@@H](O)[C@H](O)[C@H]3O)OC=C(C(=O)O)[C@H]2C[C@@H]1O,-0.6,90
O=C(NCC(c1ccco1)N1CCc2ccccc21)C(=O)Nc1ccccc1 (stereo unspecified),-0.1,53
CN(C)C(=O)CCc1ccc2c3c([nH]c2c1)[C@]1(C)[C@@H](C(=O)N2CCOCC2)C[C@H](CC(=O)NCc2cccc(C(F)(F)F)c2)C(=O)N1CC3,2.3,71
NS(=O)(=O)c1ccc(CNC(=S)NC(=O)c2ccco2)cc1,3.4,55

# Additional compounds follow.
SMILES,NTR1 ag,NTR1 ag cell count 20 µM
Cc1ncn(-c2ccccc2)c1-c1ccccc1,-5.2,85
O=C(O)CC(CN1C(=O)c2ccccc2C1=O)c1ccccc1 (stereo unspecified),0.4,61
CCC(CO)Oc1cc(NCc2ccc(Cl)cc2)c2ncn(C(C)C)c2c1 (stereo unspecified),1.6,92
N#Cc1ccccc1S(=O)(=O)N1CCN(C(=O)C2COc3ccccc3O2)CC1 (stereo unspecified),0.5,71
CC(C)NC(=O)Nc1cccc2c1O[C@H](CN(C)C(=O)Nc1ccccc1)[C@@H](C)CN([C@H](C)CO)C2=O,-2.5,68
CC(=O)[C@H]1CC[C@H]2[C@@H]3C=CC4=CC(=O)CC[C@@]4(C)[C@@H]3CC[C@]12C,2.4,51
COc1ccc(C(=O)NCCS(=O)(=O)N2CCc3ccccc3C2)cc1,-0.9,64
CCc1noc(C)c1C(=O)NCCc1ccc(F)cc1,0.9,92
CCCCN(C(=O)COC(=O)COc1c(C)cc(C)cc1C)c1c(N)n(CCC)c(=O)[nH]c1=O,0.4,53
CC1Nc2ncnc(N3CCN(c4ccccc4)CC3)c2N(Cc2ccc(Br)cc2)C1=O (stereo unspecified),13.5,97
CCOc1ccccc1NC(=O)COC(=O)COc1c(Cl)cc(Cl)c2ccc(C)nc12,4.3,58
COC(=O)c1c(NC(=O)CSc2nccn2C)sc(C)c1C,-0.9,48
Clc1ccccc1-c1ccc2ncnc(NCc3ccc4c(c3)OCO4)c2c1,4.0,43
Cc1noc(C)c1C(=O)Nc1ccccc1N1CCOCC1,-1.7,71
CC(=O)N1Cc2ccccc2CC1C(=O)OCC(=O)c1c(N)n(C)c(=O)n(C)c1=O (stereo unspecified),-0.6,66
CCCCn1c(N)c(N(CCOC)C(=O)C2CCN(c3ncnc4sc(C)c(C)c34)CC2)c(=O)[nH]c1=O,1.0,62
COc1ccccc1CNC(=O)c1cc(-c2ccccc2)nn1Cc1cc(C)no1,2.2,58
COc1cccc(/C=N/NC(=O)c2ccc(-n3cnnn3)cc2)c1,-0.7,67
COc1ccc2[nH]c3c(c2c1)CCN1C(=O)C(CC(=O)NCCCN(C)C)C[C@H](C(=O)N(C(C)C)C(C)C)[C@@]31C (stereo partly specified),0.7,54
Cc1c(C=Nc2ccc(S(=O)(=O)N(C)C)cc2)c(O)[nH]c(=O)c1C#N,2.4,59
O=C(N/N=C/c1ccsc1)c1ccc2c(c1)OCO2,-2.7,97
C=CCOc1ccc(/C=C/C(=O)OCC(=O)NCC2CCCO2)cc1 (stereo unspecified),-0.8,46
COc1ccccc1C(=O)NC(=O)COC(=O)C1CC1C (stereo unspecified),-0.1,42
O=C1COc2cc(ccc2[N+](=O)[O-])Oc2ccc(cc2Cl)C(=O)CCCCO1,-0.1,64
COc1cccc(NC(=O)CN(C)C(=O)COc2cc(C)ccc2Cl)c1,-0.6,46

# Grouped by structure, the entries above with an aryl methoxy group.
SMILES,NTR1 ag,NTR1 ag cell count 20 µM
COc1cc(OC)cc(C(=O)NNC(=O)c2nn(C)c(=O)c3ccccc23)c1,0.6,59
COc1cccc(CN(C)C(=O)CCN=C2NS(=O)(=O)c3ccccc32)c1,0.5,47
COc1cc(CCc2ccccc2)c(C(=O)O)c(O)c1C/C=C(/C)CCC=C(C)C,3.9,40
COc1ccc(C(=O)NCCS(=O)(=O)N2CCc3ccccc3C2)cc1,-0.9,64
COc1ccccc1CNC(=O)c1cc(-c2ccccc2)nn1Cc1cc(C)no1,2.2,58
COc1cccc(/C=N/NC(=O)c2ccc(-n3cnnn3)cc2)c1,-0.7,67
COc1ccc2[nH]c3c(c2c1)CCN1C(=O)C(CC(=O)NCCCN(C)C)C[C@H](C(=O)N(C(C)C)C(C)C)[C@@]31C (stereo partly specified),0.7,54
COc1ccccc1C(=O)NC(=O)COC(=O)C1CC1C (stereo unspecified),-0.1,42
COc1cccc(NC(=O)CN(C)C(=O)COc2cc(C)ccc2Cl)c1,-0.6,46

# (continued)
SMILES,NTR1 ag,NTR1 ag cell count 20 µM
O=C1C=C(c2ccc(F)nc2)C[C@@H](c2ccc3c(c2)OCO3)C1,2.8,48
Cc1c(C(=O)NCc2ccco2)oc2c(Cl)cccc12,5.2,48
CCOc1ccc(NS(=O)(=O)c2cccc(C(=O)NCC3(N(C)C)CCCCC3)c2)cc1,0.1,85
O=C(COC(=O)CNC(=O)C1CCCCC1)Nc1ccccc1,0.7,63
COc1ccc(C(=O)NCCOc2ccccc2)cc1S(=O)(=O)N1CCOCC1,-1.4,74
CCCCOc1ccc(C(=O)NNC(=O)c2cnccn2)cc1OC,-1.7,38
C[C@H]1COC(=O)[C@@H](Cc2ccc(F)cc2)C/C=C\C[C@H](CC(=O)NCCO)C(=O)N1,-1.0,51
Cc1cc(C)cc(OCC(=O)OCC(=O)Nc2cc(S(=O)(=O)N3CCOCC3)ccc2Cl)c1,0.7,56
CCN(CC)S(=O)(=O)c1ccc(NC(=O)COC(=O)CNC(=O)C2CCCCC2)cc1,1.5,61
O=C(O)C1CCCCN1C(=O)c1cc2c(s1)CCCCC2 (stereo unspecified),2.8,52
CCn1nc(C(=O)NNC(=O)C(Cc2ccccc2)NC(N)=O)c2ccccc2c1=O (stereo unspecified),0.7,63
CCc1n[nH]c(=S)n1/N=C/c1ccc(-c2ccc(Br)cc2)o1,0.1,50
Nc1ncnc2c1ncn2[C@@H]1O[C@H](CN=C2NS(=O)(=O)c3ccccc32)[C@@H](O)[C@H]1O,-1.0,56
CCCCN1C(=O)C(=O)N(CC(=O)Nc2ccccc2C(C)=O)C1=O,-1.1,69
O=S(=O)(NCCCCCCNS(=O)(=O)c1c(F)cccc1F)c1ccc2c(c1)OCCO2,-0.6,61
CCN(CC(=O)Nc1ccc(OC)cc1)C(=O)c1cc(S(=O)(=O)N2CCOCC2)ccc1N1CCCC1,-0.6,50
COc1ccccc1CC(=O)NN1C(=O)NC2(CCC(C)CC2)C1=O (stereo unspecified),0.4,60
Cc1ccc2c(c1)-n1c(nc3ccc(C)cc3c1=O)C(Cc1ccccc1)NC2=O (stereo unspecified),-2.0,52
Nc1ncnc2c1ncn2[C@@H]1O[C@H](CNC(=O)[C@H]2CCC(=O)N2)[C@@H](O)[C@H]1O,1.3,62
O=C(Nc1ccc(S(=O)(=O)NC2=NCCCCC2)cc1)c1ccc(Cl)c([N+](=O)[O-])c1,8.0,59
Cc1ccc(CONC(=O)c2ccc(C)cc2)cc1,1.8,65
Cc1cc(OCCN2CCN(S(=O)(=O)c3ccccc3F)CC2)ccc1C(C)C,-0.3,53
CC(c1ccccc1)N(C)CC(=O)NC(=O)NCCC1=CCCCC1 (stereo unspecified),6.0,82
CCC1(c2ccc(F)cc2)NC(=O)N(CC(=O)N2c3ccccc3NC(=O)CC2C)C1=O (stereo unspecified),1.1,45
COCCCN(C(=O)Cc1csc(-c2cccc(Cl)c2)n1)c1c(N)n(Cc2ccccc2)c(=O)[nH]c1=O,1.4,59

# Next part.
SMILES,NTR1 ag,NTR1 ag cell count 20 µM
CC(C)(C)c1ccc(S(=O)(=O)N2CCNC(=O)C2)cc1,-0.5,57
CCOc1ccc(CCNC(=O)CCC(=O)c2cccs2)cc1OCC,-0.1,54
COc1cccc(NC(=O)CN(C)CC(=O)c2c(N)n(Cc3ccccc3)c(=O)n(C)c2=O)c1,1.1,35
O=[N+]([O-])c1cccc(S(=O)(=O)Nc2ccc(-c3ccc(N4CCOCC4)nn3)cc2)c1,-2.0,54
O=C(NCCOc1ccccc1F)C1CC(=O)N(c2ccc3c(c2)OCCO3)C1 (stereo unspecified),-1.7,82
O=C1C(Cc2ccccc2)Nc2ncnc(N3CCc4ccccc4C3)c2N1Cc1ccc(Br)cc1 (stereo unspecified),12.9,55
CC(C)Nc1nnc(SC(C)C(=O)Nc2ccc(N3CCOCC3)cc2)s1 (stereo unspecified),5.0,40
CN(CC(=O)Nc1ccccc1Br)C(=O)c1cccc(S(=O)(=O)NCc2ccccc2)c1,-0.7,60
Cc1ccc(OCCC(=O)OCC(=O)NC(=O)NC2CCCCC2)cc1,1.4,62
COc1cc(OC)cc(OC(=O)C2CCN(C(=O)c3ccc(F)cc3)CC2)c1,0.8,63

# Another view of part of the listing above:
Structure | NTR1 ag | NTR1 ag cell count 20 µM
Cc1ccc(OCCC(=O)OCC(=O)NC(=O)NC2CCCCC2)cc1 | 1.4 | 62
COc1cc(OC)cc(OC(=O)C2CCN(C(=O)c3ccc(F)cc3)CC2)c1 | 0.8 | 63
